# ALDH1A1 inh = blocks purified human ALDH1A1 activity; P00352; AID 1030; Potency, µM (top dose mostly 75.3 µM), for inactives: at the top dose activity, negative = inhibition, usual class: inhibitors; hit rate 7.3% among 220,000; Purified ALDH1A1, NADH fluorescence, propionaldehyde substrate; active means well fitted inhibition curve with a large enough effect, not every such curve was filed as active; inconclusive means small, poorly fitted or top-dose-only effect, or another doubt; inactive means no such curve, though single readings can be large or run the other way;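 further: plate controls were no enzyme wells and a reference inhibitor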
# Target sequence (P00352 whole entry, looked up): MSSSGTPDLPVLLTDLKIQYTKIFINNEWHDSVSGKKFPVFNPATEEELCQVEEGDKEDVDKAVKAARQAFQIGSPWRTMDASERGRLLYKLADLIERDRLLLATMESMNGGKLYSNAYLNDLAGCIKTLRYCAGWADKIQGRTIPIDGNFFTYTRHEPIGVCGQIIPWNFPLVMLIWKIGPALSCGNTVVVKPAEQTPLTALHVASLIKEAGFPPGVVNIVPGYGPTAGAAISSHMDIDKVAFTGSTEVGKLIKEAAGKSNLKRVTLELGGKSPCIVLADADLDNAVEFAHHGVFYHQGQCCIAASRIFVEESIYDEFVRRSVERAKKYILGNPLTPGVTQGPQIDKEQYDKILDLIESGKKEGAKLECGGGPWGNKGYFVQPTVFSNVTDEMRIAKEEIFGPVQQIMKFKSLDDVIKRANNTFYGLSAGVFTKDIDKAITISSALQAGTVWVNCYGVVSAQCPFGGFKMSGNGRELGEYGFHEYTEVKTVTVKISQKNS
# Tau fibril FP = tau fibrillization inhibition (FP); P10636; K18 P301L tau heparin fibrillization, Alexa594 FP, 6 h; Potency, µM (titrated, usually from 57.7 µM), without a hit: at the highest dose activity, negative = inhibition, usual class: inhibitors; hit rate 0.39% among 280,000; AID 1468; further: nearly all actives have a fitted effect of over 55% in size
# Target sequence (P10636 561-689 P618L limits assumed): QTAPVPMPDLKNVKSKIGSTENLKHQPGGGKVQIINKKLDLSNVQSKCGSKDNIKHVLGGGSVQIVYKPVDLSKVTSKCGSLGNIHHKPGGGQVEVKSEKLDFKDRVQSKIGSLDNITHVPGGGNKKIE
#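 Human K18 P301L fragment (15 uM unlabeled plus 0.24 uM Alexa 594-labeled) in 100 mM sodium acetate pH 7 with compound, aggregation induced by 20 uM heparin for 6 hr at 37 C. ThT (30 uM) added for 1 hr, then Alexa 594 FP read.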
# Tau ThT inhib = tau fibrillization inhibition (ThT binding). P10636. Potency, µM (doses to about 57.4 µM), inactives show at the top dose activity, negative = inhibition, hits mostly inhibitors. hit rate 2.1% among 270,000. recombinant tau K18 P301L, heparin-induced fibrillization, ThT fluorescence. AID 1460; further: nearly all actives have a fitted effect of over 55% in size
#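 ThT emission at 510 nm, taken 1 hr after adding 30 uM dye, quantifies aggregates formed when 20 uM heparin acts on human tau K18 P301L for 6 hr at 37 C.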
# GLA spleen mod = inhibitors or activators of human alpha-galactosidase in spleen homogenate; human spleen homogenate, 4MU-alpha-Gal fluorescence, 40 min; Potency, µM (series often up to 80 µM), for inactives: top-dose activity change, negative = inhibition, hits mostly inhibitors; hit rate 0.008% among 240,000; AID 2107;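 further: 0% = enzyme with vehicle and -100% = no enzyme basal signal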
# Target sequence (P06280 32-429 limits assumed): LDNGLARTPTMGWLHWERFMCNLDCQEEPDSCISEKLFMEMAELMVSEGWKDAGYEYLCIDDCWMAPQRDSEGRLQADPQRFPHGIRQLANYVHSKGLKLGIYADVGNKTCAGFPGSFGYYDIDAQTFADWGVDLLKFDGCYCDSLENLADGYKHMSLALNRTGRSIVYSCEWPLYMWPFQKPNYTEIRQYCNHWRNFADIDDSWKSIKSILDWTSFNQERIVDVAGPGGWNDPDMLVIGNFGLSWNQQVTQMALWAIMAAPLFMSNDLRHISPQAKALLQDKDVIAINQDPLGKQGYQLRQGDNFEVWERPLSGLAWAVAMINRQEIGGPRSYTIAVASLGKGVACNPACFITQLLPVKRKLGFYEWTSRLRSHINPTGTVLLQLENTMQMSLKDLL
#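 qHTS titration in buffer at pH 5.0. Alpha-galactosidase activity in spleen homogenate was measured via 4-methylumbelliferone release from 1 mM fluorogenic substrate after 40 min at 37C and a pH 10 stop. AC50 came from Hill fits of control-normalized data.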
# Tau fluor counter = counter-screen for tau fibril formation inhibitors. Potency, µM (top dose mostly 57.7 µM), without a hit: at the top dose activity change, negative = decrease. tau K18 P301L (four-repeat tau fragment) Alexa594 fluorescence, heparin fibrillization. hit rate 0.93% among 280,000. AID 1463; further: nearly all actives have a fitted effect of over 55% in size
#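 Human K18 P301L tau (15 uM unlabeled plus 0.24 uM Alexa 594-labeled, final) in 100 mM sodium acetate pH 7 was mixed with compound and 20 uM heparin and incubated 6 hr at 37 C.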
# L3MBTL1 inh = blocks human L3MBTL1; Q9Y468; AlphaScreen L3MBTL1–H3K9me1 peptide binding; Potency, µM (doses to about 57.1 µM), for inactives: at the highest dose activity, negative = inhibition, hits mostly inhibitors; AID 485360; hit rate 0.66% among 230,000; further: nearly all actives have a fitted effect of over 60% in size
#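 Read-out is AlphaScreen signal from streptavidin donor and nickel chelate acceptor beads (10 ug/mL final each) bridging L3MBTL1 (50 nM) and biotinylated K9-monomethylated H3(1-15) peptide (75 nM), after 30 min compound exposure at room temperature.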
# TRb SRC2 PPI = disrupts binding of human TR beta to SRC2; P10828; TRbeta-SRC2 peptide binding, fluorescence polarization; receptor liganded with 1 µM T3; Potency, µM (titrated, usually from 106 µM), without a hit: at the highest dose activity change, negative = inhibition, actives largely listed as inhibitors; hit rate 0.065% among 280,000; AID 1469;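 further: plate controls were bound peptide for no effect and peptide without receptor for full effect; nearly all actives have a fitted effect of over 50% in size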
#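 Decrease in fluorescence polarization of 20 nM Texas Red SRC2 coactivator peptide flagged inhibition of its binding to 0.6 uM TRb LBD; 1 uM T3 included, incubation 5 hr, ex 555/em 632 nm.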
# TexasRed fluor = Texas Red fluorescence interference in TRb-SRC2 counter-screen; TRb/SRC2 Texas Red total fluorescence interference; Potency, µM (titrated, usually from 106 µM), for inactives: at the highest dose fluorescence change, negative = quenching; AID 1479; hit rate 0.29% among 280,000; active means well fitted curve in either direction with a large enough effect; inconclusive means small, poorly fitted or top-dose-only effect
#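 Human TRb ligand-binding domain at 0.6 uM with 20 nM Texas Red SRC2 peptide in Tris buffer containing 1 uM T3 and 5% DMSO, incubated with compound 5 h at ambient temperature. Total fluorescence (555/632 nm) calculated as parallel + 2 × perpendicular.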
# An asterisk follows results filed as active; ? = inconclusive; nt = not tested or not shown; [ ] = dose if it differs, or a comment. Unless noted, the call rests on the fitted dose curve; in most records, active means well fitted curve in the direction sought with a large enough effect; inconclusive means small, poorly fitted or top-dose-only effect, or another doubt; inactive means no such curve, though single readings can be large; an effect the other way counts as inactive or inconclusive. Unless noted, on the % scale 0 is the no-effect control and ±100 the full control effect; potency means the concentration at half of the fitted maximal effect.
SMILES,ALDH1A1 inh,Tau fibril FP,Tau ThT inhib,GLA spleen mod,Tau fluor counter,L3MBTL1 inh,TRb SRC2 PPI,TexasRed fluor
COCCOC(=O)/C(=C\c1cc(C(C)(C)C)c(O)c(C(C)(C)C)c1)C(C)=O,nt,0.1%,-16.2%,-2.0%,-6.9%,-3.4%,9.2%,-0.5%
O=c1cc(CSc2ccc(Cl)cc2)nc2nc[nH]n12,-4.9%,-0.5%,1.6%,-0.7%,2.2%,1.6%,-5.2%,0.9%
CCSc1nnc(NC(=O)C2CCCN(S(=O)(=O)c3cnc[nH]3)C2)s1 (centres undefined),?,-9.6%,-5.0%,5.3%,-9.3%,32.8%[activator],15.0%,0.0%
Cc1cnc(C(=O)OCC(=O)Nc2ccc(C)c(S(=O)(=O)N(C)C)c2)cn1,nt,-5.1%,nt,-0.6%,-3.4%,nt,5.4%,0.8%
CCCn1c(N2CCN(C(=O)Nc3ccc(Cl)cc3)CC2)nc2ccccc21,-5.1%,5.4%,-10.1%,1.3%,-15.1%,1.5%,-1.8%,-1.4%
O=C(COC(=O)Cc1ccsc1)Nc1ccccc1,7.4%,4.2%,1.6%,2.4%,-0.6%,?,2.9%,-1.0%
CCN(CC)c1ccc2c(C)c(CO)c(=O)oc2c1,?,8.8%,-4.4%,?,-2.4%,nt,-7.3%,-0.3%
O=C(Nc1ccccn1)C(NS(=O)(=O)c1cccc2nsnc12)c1ccccc1 (centres undefined),?,-0.2%,-16.4%,4.5%,-7.4%,-1.9%,-1.4%,-5.5%
Cc1ccccc1C(=O)Nc1ccc(N2CCN(C)CC2)nc1,13.0%,-5.6%,-2.8%,2.0%,-0.1%,?,-0.8%,-3.1%
Cc1ccc(S(=O)(=O)n2nccc2-c2c(-c3ccccc3)noc2C)cc1,?,-11.7%,-11.4%,5.0%,?,20.1%,0.0%,-2.1%
COc1cccc(CNc2nc3nc(C)c(Cl)c(C)n3n2)c1,?,5.4%,-7.4%,-0.9%,5.4%,-9.8%,-13.0%,4.6%
Cc1ccc(C)c(NC(=O)c2ccc(N(C)S(C)(=O)=O)cc2)c1,4.3%,2.5%,-9.1%,16.7%,-6.5%,nt,3.4%,-3.6%
O=C(NCc1cccs1)C1CCC(CNS(=O)(=O)c2ccccc2)CC1 (centres undefined),5.01µM*,1.1%,4.9%,3.7%,6.7%,-1.2%,-2.2%,-1.3%
CCC(=O)N1c2ccc(S(=O)(=O)N3CCN(c4ccccc4)CC3)cc2CC1C (centres undefined),nt,1.7%,-6.5%,nt,-11.9%,nt,0.6%,0.7%
Cc1ccc(CN2C(=O)CCC2C(=O)NCCN(CC(C)C)CC(C)C)cc1 (centres undefined),22.4µM*,3.0%,?,-2.3%,-14.1%,1.7%,3.4%,-1.7%
c1ccc(OCc2nc(-c3cccs3)no2)cc1,-1.1%,-13.6%,?,-0.8%,-23.3%,nt,-4.0%,-4.2%
CCOC(=O)c1ccc(NC(=O)CSc2nc3cc4ccccc4cc3[nH]2)cc1,nt,?,?,nt,?,nt,-2.2%,-2.1%
COc1cc(Br)cc(/C=N/c2ncn[nH]2)c1O,-4.6%,4.1%,14.1µM*,6.2%,-4.5%,-5.8%,2.1%,-3.0%
C=CCSc1nc(Oc2ccccc2)c2sccc2n1,-5.2%,-9.1%,?,-4.0%,-24.9%,82.4%[activator],4.2%,-3.8%
CSc1ccc(S(=O)(=O)N2CCN(Cc3ccc4c(c3)OCO4)CC2)cc1,14.1µM*,-4.1%,-11.7%,0.1%,-28.5%,2.1%,4.7%,0.9%
CCO[C@@H]1OC(C(=O)O)=C[C@H](C2CC2)[C@H]1CCCO,8.0%,-9.7%,-7.7%,-0.6%,-5.7%,8.1%,-2.9%,-3.5%
CCOc1ccc(S(=O)(=O)NCC(c2ccc(N(C)C)cc2)N2CCCC2)cc1 (centres undefined),nt,-5.2%,-15.6%,nt,-13.9%,nt,-5.5%,0.1%
CC(C)=CCc1c(O)cc(C)oc1=O,-7.7%,5.3%,-7.3%,17.1%,-8.6%,nt,-1.6%,-1.0%
Clc1cccc(-n2ncc3c(NCCCn4ccnc4)ncnc32)c1,nt,?,-1.2%,nt,-17.6%,nt,1.3%,-1.3%
Cc1cc(C)c(NC(=O)NC(=O)c2ccc(F)cc2)c(C)n1,3.1%,-3.0%,-1.2%,-0.4%,1.2%,-1.7%,7.6%,-3.7%
O=C(CC(Sc1n[nH]c(-c2ccccc2)n1)c1ccccc1)NCc1ccccc1 (centres undefined),-1.5%,-15.6%,2.7%,3.6%,-20.0%,-0.2%,-9.9%,-2.6%
CCOc1ccc(NC(=O)CC2Nc3ccccc3NC2=O)cc1 (centres undefined),-2.8%,1.3%,?,-6.3%,-21.3%,-4.6%,6.5%,-1.7%
Cc1csc(Sc2ccc([N+](=O)[O-])cc2C(=O)OCC(=O)NC(=O)NC(C)(C)C)n1,-14.5%,15.4%,?,-2.7%,?,nt,-5.1%,-6.7%
COc1ccc(/C=C(/NC(=O)c2ccccc2)C(=O)N/N=C/c2cccs2)cc1OC,6.3%,-2.4%,-13.4%,5.2%,-12.0%,-2.4%,5.0%,-2.9%
CCOc1ccc2c(c1)n(CO)c(=S)n2CO,?,2.9%,-4.7%,-0.3%,0.6%,7.5%,0.9%,-0.3%

# Compound profiles, as listed above. Order of screens: ALDH1A1 inh	Tau fibril FP	Tau ThT inhib	GLA spleen mod	Tau fluor counter	L3MBTL1 inh	TRb SRC2 PPI	TexasRed fluor
# C=CCSc1nc(Oc2ccccc2)c2sccc2n1 is listed as -5.2%	-9.1%	?	-4.0%	-24.9%	82.4%[activator]	4.2%	-3.8%
# CCOc1ccc2c(c1)n(CO)c(=S)n2CO is listed as ?	2.9%	-4.7%	-0.3%	0.6%	7.5%	0.9%	-0.3%

# Additional records:
SMILES,ALDH1A1 inh,Tau fibril FP,Tau ThT inhib,GLA spleen mod,Tau fluor counter,L3MBTL1 inh,TRb SRC2 PPI,TexasRed fluor
COC(=O)c1ccc(N2C(=O)CC(Sc3n[nH]c(C)n3)C2=O)cc1 (centres undefined),0.562µM*,-2.2%,?,4.7%,-3.8%,0.9%,-4.0%,2.2%
Cc1nnc(SCC(=O)O)s1,1.8%,2.8%,12.8%,-4.4%,13.1%,36.3%[activator],-5.7%,0.4%
CCOC(=O)c1sc(NC(=O)c2cc3ccccc3o2)nc1C,-3.9%,-5.5%,?,0.8%,-13.7%,nt,5.2%,-0.4%
COc1ccc(-n2cc(-c3ccccc3)c3c(NC4CCCC4)ncnc32)cc1,nt,-4.6%,?,nt,-8.5%,nt,-0.5%,-0.7%
CCOC(=O)N1CCC(NC(=O)CCc2c(C)nc3c(c(C)nn3C(C)(C)C)c2C)CC1,0.4%,10.4%,-5.0%,-5.5%,-8.0%,-0.5%,-9.4%,-1.9%
O=C(CCn1c(=O)oc2ccccc21)Nc1ccccc1,?,-9.3%,?,2.7%,-2.9%,2.0%,0.4%,-0.6%
Cc1ccc(SCC(=O)Nc2cccc(C)c2)cc1,-2.4%,-5.8%,-8.4%,-7.2%,-20.1%,32.9%[activator],0.4%,-1.0%
CC(=O)Nc1nonc1-c1nc2ccccc2n1Cc1ccccc1Br,nt,-6.3%,-7.2%,nt,-19.7%,nt,3.5%,3.3%
CCC(CC)c1nnc(NC(=O)c2nc3nc(C)cc(C)n3n2)s1,-13.7%,-13.2%,-6.9%,-6.9%,-8.9%,nt,-20.8%,-1.0%
Cc1noc(/C=C/c2nn(C)cc2Cl)c1[N+](=O)[O-],8.91µM*,9.5%,?,2.6%,-19.0%,-9.3%,2.3%,-0.2%
Cc1ccc(-n2c(SCC(=O)Nc3ncc(Cl)cc3Cl)nc3ccccc32)cc1,-6.4%,2.9%,8.3%,-9.5%,8.1%,17.7%,-4.3%[53 µM],-2.1%[53 µM]
CCc1cc2c(nc1CC)CCN(CC/C(C)=N/OCC[C@@H]1C=C[C@H](OC(C)=O)[C@H](COC(C)=O)O1)C2,2.4%[13.5 µM],-8.2%[11.6 µM],-9.6%[11.5 µM],11.7%[17.5 µM],-10.9%[11.6 µM],nt,-3.0%[11.2 µM],-3.8%[11.2 µM]
CCC(=O)N1CCc2cc(Br)cc(S(=O)(=O)N3CCCC(C(=O)NCc4ccc(C)cc4)C3)c21 (centres undefined),nt,-1.6%,-6.6%,nt,-16.7%,nt,-5.1%,0.4%
O=S1(=O)N=C(N2CCCc3ccccc32)c2ccccc21,12.9%,2.1%,20.1%,-5.2%,10.8%,37.2%[activator],-13.4%,2.0%
CCC1=C2CC[C@H]3C(=O)N(c4ccccc4)C(=O)[C@H]3[C@H]2[C@@]2(Cc3ccccc3)C(=NCCOC)OC(=O)N2C1=O,3.0%,-1.9%,-4.5%,-9.5%,-3.8%,nt,4.1%,-8.1%
C=CCn1c(=O)n(CC=C)c(=O)n(CC=C)c1=O,-7.9%,nt,nt,3.2%,nt,nt,-1.4%,0.3%
O=C(NC1=NCCS1)C1CC(=O)N(c2ccc(Cl)cc2)C1 (centres undefined),-1.5%,1.5%,5.2%,5.8%,9.7%,4.2%,7.6%,0.8%
Clc1cccc(Nc2nc(-c3ccncc3)cs2)c1,-2.1%,11.6%,-4.7%,2.0%,9.2%[2.34 µM],6.6%,-0.4%,-0.1%
CC1CCCCN1C(=O)C12CCC(C)(C(=O)C1)C2(C)C (centres undefined),?,-6.6%,1.0%,-3.0%,-2.2%,7.6%,5.3%,-6.3%
COc1ccc(Cl)cc1NC(=O)c1cc2c(=O)n3ccccc3nc2s1,nt,-10.0%,?,nt,?,nt,0.1%,-0.5%
CC(C)NC(=O)c1onc(CSc2ccccc2F)c1C(=O)O,-14.0%,-0.1%,-4.8%,8.5%,-3.8%,7.1%,-6.4%,0.6%
COc1cc(NC(=O)CSc2nnc3n2C(C)(C)Cc2ccccc2-3)cc(OC)c1,0.9%,-2.6%,-3.2%,7.2%,-10.3%,-2.9%,-1.8%,-2.8%

# Only Tau ThT inhib, for some of the entries so far:
mol,Tau ThT inhib
CCC(=O)N1c2ccc(S(=O)(=O)N3CCN(c4ccccc4)CC3)cc2CC1C (centres undefined),-6.5%
Cc1ccc(CN2C(=O)CCC2C(=O)NCCN(CC(C)C)CC(C)C)cc1 (centres undefined),?
c1ccc(OCc2nc(-c3cccs3)no2)cc1,?
CCOC(=O)c1ccc(NC(=O)CSc2nc3cc4ccccc4cc3[nH]2)cc1,?
COc1cc(Br)cc(/C=N/c2ncn[nH]2)c1O,14.1µM*

# Assay outcomes (PubChem)
